Assay outcomes: PubChem BioAssay, National Center for Advancing Translational Sciences (NCATS)
ELG1 genotoxic = qHTS screen for small molecules that induce genotoxicity in human embryonic kidney (HEK293T) cells expressing luciferase-tagged ELG1. Potency, µM (series often up to 46 µM), without a hit: top-dose activity change, positive = activation, hits mostly activators. hit rate 1.3% among 330,000. HEK293T ELG1-luciferase reporter, luminescence, 16 h; also: % of control where 0% means no effect; nearly all actives have a fitted effect of over 60% in size
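Genotoxicity was scored as increased ELG1-luciferase reporter signal, measured by ONE-Glo luminescence (30 min, room temperature). Compound or vehicle exposure of the HEK293T reporter cells lasted 16 hr at 37°C.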
FLuc modulator = qHTS profiling assay for firefly luciferase inhibitor/activator using purifed enzyme and Km concentrations of substrates (counterscreen for miR-21 project); hit rate 6.9% among 360,000; Potency, µM (series often up to 57.5 µM), for inactives: at the highest dose activity change, negative = inhibition, most hits filed as inhibitors; AID 588342, 2011; purified FLuc, Km substrates, luminescence inhibition;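 also: plate controls were vehicle for no effect and reference inhibitor for full effect; nearly all actives have a fitted effect of over 55% in size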
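Biochemical qHTS of compounds, final roughly 60 µM downward over six points, against 10 nM purified firefly luciferase using Km concentrations of substrates (10 uM D-luciferin, 10 uM ATP) in Tris acetate pH 7.5 buffer; luminescence output.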
Rab9 prom act = qHTS Assay for Rab9 Promoter Activators | Huh7 Rab9 promoter-luciferase reporter, luminescence, 24 h | Potency, µM (titrated, usually from 9.22 µM), for inactives: at the top dose activation, negative = inhibition, actives largely listed as activators | hit rate 2.8% among 320,000 | AID 485297, 2010; also: % of control where 0% means no effect; nearly all actives have a fitted effect of over 60% in size
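Promoter activation is measured as luciferase luminescence in Huh7 cells stably transfected with a Rab9 promoter–luciferase construct, following 24 h compound exposure at 37 °C and 10 min reagent incubation at ambient temperature.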
uPA surface inh = qHTS for Inhibitors of Cell Surface uPA Generation. Potency, µM (series often up to 38.3 µM), inactives show top-dose activity change, negative = inhibition, actives largely listed as inhibitors. cell surface uPA generation assay, qHTS. hit rate 0.31% among 330,000; active = well fitted inhibition curve with a large enough effect; inconclusive = small, poorly fitted or top-dose-only effect; inactive = no such curve, though single readings can be large or run the other way; tested in mouse RAW 264.7 cells; also: % is scaled to controls: 0 for no effect and ±100 for the full control effect; nearly all actives have a fitted effect of over 55% in size
MBNL1-CUG inh = qHTS Assay for Inhibitors of MBNL1-poly(CUG) RNA binding. Muscleblind-like protein 1 (Homo sapiens), Q9NR56. TR-FRET MBNL1-His/biotin-(CUG)12 binding, 665/545 ratio. Potency, µM (series often up to 57.5 µM), for inactives: top-dose activity change, negative = inhibition, actives largely listed as inhibitors. hit rate 0.036% among 280,000; active = well fitted inhibition curve with a large enough effect in the signal ratio, with a control signal flat, not every such curve was filed as active; inconclusive = small, poorly fitted or top-dose-only effect, or effect the other way, or a change in a side signal; inactive = no such curve, though single readings can be large or run the other way; the % refers to the signal ratio; also: % is scaled to controls: 0 for no effect and ±100 for the full control effect
Target sequence (Q9NR56 whole entry, looked up): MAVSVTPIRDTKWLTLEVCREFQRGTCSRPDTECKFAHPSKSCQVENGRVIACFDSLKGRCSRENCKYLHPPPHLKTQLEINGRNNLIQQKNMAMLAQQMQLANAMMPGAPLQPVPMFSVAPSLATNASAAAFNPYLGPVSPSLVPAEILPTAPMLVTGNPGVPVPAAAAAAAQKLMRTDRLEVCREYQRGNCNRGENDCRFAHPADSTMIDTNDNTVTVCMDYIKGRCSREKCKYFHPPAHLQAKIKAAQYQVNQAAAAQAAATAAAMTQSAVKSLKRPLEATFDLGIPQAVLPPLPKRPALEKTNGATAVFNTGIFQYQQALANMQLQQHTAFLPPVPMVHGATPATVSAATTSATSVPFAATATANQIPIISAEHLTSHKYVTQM
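TR-FRET readout: Ex 340 nm, 665/545 nm emission ratio, normalized to buffer-only (basal) and MBNL1-(CUG)12 controls. Complex of MBNL1-His with Biotin-(CUG)12, compounds 92 nM–58 uM, incubated 60 min at room temperature.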
NPC1 promoter act = qHTS Assay for NPC1 Promoter Activators; Potency, µM (titrated, usually from 9.22 µM), for inactives: top-dose activation, hits mostly activators; AID 485313, 2010; Huh7 NPC1 promoter luciferase reporter, 24 h; hit rate 2.4% among 320,000;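 also: % of control where 0% means no effect; nearly all actives have a fitted effect of over 60% in size; reporter is driven by a mutant NPC1 promoter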
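Huh7 reporter cells (NPC1 promoter driving luciferase) are dosed with compound for 24 h at 37 °C, 5% CO2; luciferase detection reagent is then added and luminescence measured after 10 min at ambient temperature.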
p53 reactivation = qHTS assay for re-activators of p53 using a Luc reporter; H1299 p53-A138V BP100-luciferase reporter, luminescence, 24 h; Potency, µM (series often up to 92.2 µM), for the others: at the top dose activity change, positive = activation, usual class: activators; hit rate 0.063% among 320,000; AID 504706, 2011; also: % of control where 0% means no effect; nearly all actives have a fitted effect of over 45% in size
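H1299 (p53-null), stable ts p53-A138V + BP100-Luc; 1000 cells/well, Opti-MEM/10% FBS; cpd 4 pt, 1:5; 24 h, 37 deg C, 5% CO2; detection reagent 10 min RT; luminescence.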
BRCA1 expr up = qHTS Assay to Identify Small Molecule Activators of BRCA1 Expression; MCF7-BRCA1-FFLuc reporter, luminescence, 48 h; response scale: scaled: vehicle 0%, 10 µM genistein 100%; Potency, µM (titrated, usually from 46.1 µM), without a hit: at the highest dose activation, usual class: activators; hit rate 1.1% among 380,000; AID 624202, 2012; also: nearly all actives have a fitted effect of over 80% in size; some results filed as inactive show a strong effect at the top dose
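Activators of BRCA1 expression were detected as increased firefly luciferase luminescence in engineered MCF7 cells after 48 h compound incubation. Signals were scaled to genistein 10 microM as full activation.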
MLL CXXC-DNA inh = qHTS Fluorescence Polarization Assay for Inhibitors of MLL CXXC domain - DNA interaction; Histone-lysine N-methyltransferase 2A (Homo sapiens), Q03164; MLL-CXXC / FITC-HOXA9 DNA fluorescence polarization; Potency, µM (top dose mostly 115 µM), inactives show at the highest dose activity change, negative = inhibition, actives largely listed as inhibitors; hit rate 0.037% among 290,000; active = well fitted inhibition curve with a large enough effect in the polarisation, with a control signal flat, not every such curve was filed as active; inconclusive = small, poorly fitted or top-dose-only effect, or effect the other way, or a change in a side signal; inactive = no such curve, though single readings can be large or run the other way; the % refers to the polarisation
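Steps: dispense CXXC domain solution (7 uM) → pin compounds or unlabeled HOX-A9 DNA control → 5 min ambient → add FLSN-HOX-A9 solution (50 nM) → spin → 30 min ambient → fluorescence polarization. Tris pH 7.5/NaCl/DTT/BSA buffer.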
RORg inh = qHTS for inhibitors of ROR gamma transcriptional activity; Potency, µM (top dose mostly 53.6 µM), inactives show at the top dose activity change, negative = inhibition, actives largely listed as inhibitors; Drosophila S2 Gal4-RORgamma UAS-luciferase reporter, 20 h; Nuclear receptor ROR-gamma (Mus musculus), P51450; hit rate 5.4% among 310,000; also: % is scaled to controls: 0 for no effect and ±100 for the full control effect; nearly all actives have a fitted effect of over 60% in size
Target sequence (P51450 whole entry, looked up, the tested form may be a part): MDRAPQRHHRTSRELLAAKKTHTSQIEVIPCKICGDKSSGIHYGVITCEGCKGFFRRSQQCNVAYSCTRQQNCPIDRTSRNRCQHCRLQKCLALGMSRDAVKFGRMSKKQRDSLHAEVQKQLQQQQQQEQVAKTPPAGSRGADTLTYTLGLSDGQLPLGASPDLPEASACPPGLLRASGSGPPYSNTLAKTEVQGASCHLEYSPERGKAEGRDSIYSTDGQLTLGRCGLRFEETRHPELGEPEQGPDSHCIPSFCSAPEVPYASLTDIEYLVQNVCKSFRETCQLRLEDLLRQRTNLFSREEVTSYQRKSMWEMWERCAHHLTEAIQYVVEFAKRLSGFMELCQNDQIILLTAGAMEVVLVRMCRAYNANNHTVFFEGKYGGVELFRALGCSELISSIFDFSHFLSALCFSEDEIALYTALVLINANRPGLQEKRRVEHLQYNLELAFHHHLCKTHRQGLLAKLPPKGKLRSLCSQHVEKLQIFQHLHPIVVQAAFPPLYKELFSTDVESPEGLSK
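Compounds are pin-transferred onto Drosophila Schneider cells expressing a copper-inducible Gal4–ROR gamma transactivation domain fusion. After 1 hr, copper sulfate is added to 700 uM final; luciferase is read 20 hr later.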
VP16 counter = VP16 counterscreen qHTS for inhibitors of ROR gamma transcriptional activity. AID 2546, 2010. hit rate 3.5% among 310,000. Drosophila S2 Gal4-VP16 UAS-luciferase, luminescence, 20 h. Potency, µM (doses to about 53.6 µM), for the others: at the highest dose activity, negative = inhibition, actives largely listed as inhibitors;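 also: Gal4-VP16 expression switched on by copper sulfate through the metallothionein promoter; % is scaled to controls: 0 for no effect and ±100 for the full control effect; nearly all actives have a fitted effect of over 50% in size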
Active calls of the source: *; ? = inconclusive; nt = not tested or not shown; [ ] = another dose, or the depositor's remark. Unless noted, calls follow the shape of the dose curve; as a rule, active = well fitted curve in the direction sought with a large enough effect; inconclusive = small, poorly fitted or top-dose-only effect, or another doubt; inactive = no such curve, though single readings can be large; an effect the other way counts as inactive or inconclusive. Potency is read from the fitted curve at half-maximal effect.

Order of results: ELG1 genotoxic, FLuc modulator, Rab9 prom act, uPA surface inh, MBNL1-CUG inh, NPC1 promoter act, p53 reactivation, BRCA1 expr up, MLL CXXC-DNA inh, RORg inh, VP16 counter
Cc1cc(C)cc(NC(=O)COC(=O)[C@@H](NC(=O)c2ccco2)C(C)C)c1
 : -2%, -11%, 3%, 2%, -10%, 0%, 0%, -40%, 8%, 29%, -12%
CCOC(=O)c1sc(=S)n(C)c1NC(=O)c1ccc(C(C)(C)C)cc1
 : -10%, -6%, -1%, 7%, 13%, 0%, 1%, -65%, -4%, ?, -29%
CSc1cc(C)n(-c2ccc(Cl)cc2)c(=S)c1C(C)=O
 : -1%, 6%, -2%, -2%, 4%, -2%, 1%, -15%, -2%, 4%, 2%
NC(=O)CC1C(=O)N(c2ccc(F)cc2)C(=O)N1NC(=O)CCc1ccccc1 (stereo not drawn)
 : 0%, -2%, -6%, -2%, -3%, 2%, -2%, -23%, 3%, -10%, 0%
COc1ccccc1C(=O)NNC(=O)Cc1ccccc1
 : 4%, -7%, 12%, 4%, -1%, 7%, 5%, -12%, 11%, -25%, 24%
Nc1ccc(S(=O)(=O)Nc2ccc(Cl)nn2)cc1
 : 1%, -2%, 1%, 10%, -3%, 0%, 2%, 1%, -7%, 1%, -6%
COCC(C)n1c(C)cc(C(=O)CSc2nc(C)c(C)c(C)n2)c1C (stereo not drawn)
 : -4%, -19%, -7%, 2%, 2%, -7%, -3%, -10%, 6%, 9%, -10%
CNc1nnc(-c2cc3ccccc3oc2=O)s1
 : 18µM*, 4.8µM*, 1.4µM*, -3%, ?, 1.4µM*, ?, ?, 3%, ?, 4%
CCOc1ccc(C(=O)Nc2cc(NC(=O)c3ccc(OCC)c(Cl)c3)cc(C(=O)O)c2)cc1Cl
 : -1%, -20%, -7%, 1%, 1%, -4%, 3%, 3%, 6%, 27%, 2%[10 µM]
O=C(NC1CCCC1)C(c1cccnc1)N(C(=O)c1ccco1)c1cccc(F)c1 (stereo not drawn)
 : -3%, 1%, -3%, 1%, 1%, 1%, -3%, 2%, -11%, 7%, 6%
Cc1ccc(-c2ccc(=O)n(CC(=O)NCCN3C(C)CCCC3C)n2)cc1 (stereo not drawn)
 : 0%, 2%, 2%, -2%, 14%, 1%, -5%, 8%, -1%, -13%, -4%
CCOc1cc(NC(=S)NCCCN2CCOCC2)c(OCC)cc1NC(=O)c1ccc(C)cc1
 : 2%, -9%, -1%, 7%, ?, -3%, 0%, -13%, -5%, 9%, -5%
CCn1cc(C(=O)O)c(=O)c2cnc(N3CCN(C(=O)Nc4cccc5ccccc45)CC3)nc21
 : 1%, -2%, -6%, nt, 0%, -2%, 4%, nt, -9%, 0%[10 µM], -3%
O=C(O)CSCNC(=O)CC12CC3CC(CC(C3)C1)C2
 : -1%, 15%, 15%, 3%, -13%, 0%, 3%, 36%, -1%, 0%, -1%
CSc1nc(-c2ccco2)nn1C(=O)c1ccccc1
 : 2%, ?, 2%, 1%, -11%, -2%, 29%, -9%, 147%[activator], 1%, 0%
C=CCNC(=S)NNC(=O)c1cccn(Cc2ccc(Cl)cc2Cl)c1=O
 : -5%, -2%, 0%, 0%, -2%, 1%, -6%, -26%, 11%, -10%, -16%
CCn1c(COc2cccc(OC)c2)nnc1SCC(=O)Nc1cccc(OC)c1
 : -3%, -10%, 5%, 3%, 1%, 4%, -12%, 13%, -6%, -5%, 6%
CCOC(=O)N1CCC(N2CCN(S(=O)(=O)c3ccc(C)cc3)CC2)CC1
 : -8%, 4%, -4%, 1%, 0%, 2%, -1%, -26%, 0%, 22%, 5%
C/C(=N\NC(=S)NC(C)C)c1ccccc1
 : 0%, -1%, -4%, -1%, 8%, 1%, 11%, 4%, -1%, 0.56µM*, 3.5µM*
Cc1ccccc1C(=O)N1CCN(c2ccc(NC(=O)c3cccc(OC(C)C)c3)cc2)CC1
 : -25%, -2%, -18%, -3%, 3%, -13%, -4%, -38%, -13%, 45%, ?
COc1ccc(NC(=O)/C(C#N)=C\c2ccc(OCc3ccc(C(=O)O)cc3)c(OC)c2)cc1
 : ?, -19%, -3%, 1%, 2%, -4%, 6%, 67%, 6%, -2%, -19%
COc1ccc(-c2cc(C(=O)NCC(c3ccccc3)N(C)C)c3ccccc3n2)cc1OC (stereo not drawn)
 : -5%, ?, 1%[1.84 µM], -6%, ?, 8%, 3%, -59%, 4%, -29%, 14%
O=C1NC(=O)C(=C2CCCCCC2)S1
 : 0%, -3%, 0%, -3%, 2%, 0%, 1%, -7%, 1%, 13%, 1%
O=C1CN(C(=O)CCN2CCOCC2)C(c2ccccc2)c2cc(Br)ccc2N1 (stereo not drawn)
 : -4%, 0%, 2%, -4%, 6%, 0%, -15%, -35%, 3%, -1%, 6%
CC(C)(C)CN1CCNC(=O)C1CC(=O)NCCc1ccccc1F (stereo not drawn)
 : 4%, -3%, -7%, 2%, 3%, 5%, -3%, -2%, -5%, 4%, -8%
O=C(Nc1ccc2c(c1)OCCO2)C1CCCN(S(=O)(=O)c2cccnc2)C1 (stereo not drawn)
 : 4%, 3%, -6%, -1%, ?, 1%, 0%, 12%, -4%, -14%, 2%
CCOC(=O)c1c(NC(=O)c2cc(-c3cccc(O)c3)on2)sc(C(C)=O)c1C
 : 0%, ?, -3%, 4%, -14%, -1%, -1%, -2%, 10%, -16%, -8%
C=CCNC(=O)c1c(N)n(-c2ccc3c(c2)OCO3)c2nc3ccccc3nc12
 : 6%, 7%, 8%, -9%, 2%, -6%, -4%, 7%, -9%, -1%, 1%
COC(=O)c1ccc(-n2cnc3ccccc32)nc1
 : -2%, ?, ?, 9%, nt, 19%, 9%, ?, 2%, 12%, 8%
O=c1[nH]cnc2c1C(c1ccccc1)c1c(nc[nH]c1=O)O2
 : 0%, 1%, 4%, 3%, -10%, -1%, 8%, -22%, -4%, 26%, -8%
O=C(CSc1nc2scc(-c3ccccc3)c2c(=O)[nH]1)NCCc1ccccc1
 : -7%, 6%, 21%, -20%, -6%, -3%, 1%, -28%, 11%, 20%, -7%
Cc1cc2c(cc(C(=O)NCc3cccnc3)n2Cc2ccc(Cl)cc2)o1
 : 1%, 3%, -4%, 7%, -6%, -2%, -2%, -18%, -2%, 37%, -3%

Some of these compounds in order of SMILES length, smallest number first.
Order of results: ELG1 genotoxic, FLuc modulator, Rab9 prom act, uPA surface inh, MBNL1-CUG inh, NPC1 promoter act, p53 reactivation, BRCA1 expr up, MLL CXXC-DNA inh, RORg inh, VP16 counter
C/C(=N\NC(=S)NC(C)C)c1ccccc1
 : 0%, -1%, -4%, -1%, 8%, 1%, 11%, 4%, -1%, 0.56µM*, 3.5µM*
CSc1nc(-c2ccco2)nn1C(=O)c1ccccc1
 : 2%, ?, 2%, 1%, -11%, -2%, 29%, -9%, 147%[activator], 1%, 0%
NC(=O)CC1C(=O)N(c2ccc(F)cc2)C(=O)N1NC(=O)CCc1ccccc1 (stereo not drawn)
 : 0%, -2%, -6%, -2%, -3%, 2%, -2%, -23%, 3%, -10%, 0%

5 entries out of the list above, ordered by the number in NPC1 promoter act, descending.
| mol | Rab9 prom act | uPA surface inh | NPC1 promoter act | p53 reactivation | BRCA1 expr up | MLL CXXC-DNA inh | RORg inh |
| --- | --- | --- | --- | --- | --- | --- | --- |
| COc1ccc(-c2cc(C(=O)NCC(c3ccccc3)N(C)C)c3ccccc3n2)cc1OC (stereo not drawn) | 1%[1.84 µM] | -6% | 8% | 3% | -59% | 4% | -29% |
| CCOC(=O)N1CCC(N2CCN(S(=O)(=O)c3ccc(C)cc3)CC2)CC1 | -4% | 1% | 2% | -1% | -26% | 0% | 22% |
| CCOC(=O)c1c(NC(=O)c2cc(-c3cccc(O)c3)on2)sc(C(C)=O)c1C | -3% | 4% | -1% | -1% | -2% | 10% | -16% |
| C=CCNC(=O)c1c(N)n(-c2ccc3c(c2)OCO3)c2nc3ccccc3nc12 | 8% | -9% | -6% | -4% | 7% | -9% | -1% |
| COCC(C)n1c(C)cc(C(=O)CSc2nc(C)c(C)c(C)n2)c1C (stereo not drawn) | -7% | 2% | -7% | -3% | -10% | 6% | 9% |

An excerpt, so the mix of outcomes need not match the whole.
